Compound activity from PubChem BioAssay.
PTHR1 ag: activates the human parathyroid hormone receptor PTHR1; Q03431; HEK293 GP2 PTHR1 cells, GloSensor cAMP luminescence, 1 h; Potency, µM (titrated, usually from 115 µM), inactives show at the top dose activation, hits mostly activators; actives 0.075% (n = 410,000); AID 743266; also: potency is read from the fitted curve at half-maximal effect; nearly all actives have a fitted effect of over 55% in size; some results filed as inactive show a strong effect at the top dose; inactives centre near -15; many of its hits are not listed in these tables
Target sequence (Q03431 whole entry, looked up): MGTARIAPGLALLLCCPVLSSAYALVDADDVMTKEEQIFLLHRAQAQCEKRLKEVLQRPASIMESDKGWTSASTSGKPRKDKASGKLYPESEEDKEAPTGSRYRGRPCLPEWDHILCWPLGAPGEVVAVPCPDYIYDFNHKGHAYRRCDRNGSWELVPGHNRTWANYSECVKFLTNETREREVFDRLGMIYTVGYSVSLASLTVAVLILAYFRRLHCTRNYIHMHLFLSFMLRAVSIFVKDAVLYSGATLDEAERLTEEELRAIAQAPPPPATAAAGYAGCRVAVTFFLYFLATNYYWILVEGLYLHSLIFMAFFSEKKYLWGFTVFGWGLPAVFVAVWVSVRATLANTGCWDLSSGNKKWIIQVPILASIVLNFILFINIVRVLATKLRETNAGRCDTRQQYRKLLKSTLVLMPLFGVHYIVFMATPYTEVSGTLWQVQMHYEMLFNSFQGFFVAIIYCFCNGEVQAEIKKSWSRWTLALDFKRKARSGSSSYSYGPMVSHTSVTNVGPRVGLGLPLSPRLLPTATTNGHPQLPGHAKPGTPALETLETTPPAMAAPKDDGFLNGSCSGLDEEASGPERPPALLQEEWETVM
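HEK-293-derived GP2 cells expressing PTHR1 and a GloSensor cAMP reporter, 3,000/well, plated overnight, given luciferin plus IBMX (each 0.5 mM as added) for 1 h at 37 °C, then compound for 1 h at 37 °C. Luminescence was read after 15 min at room temperature.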
GLP-1R agonist: activates the human GLP-1 receptor. P43220. HEK293 GLP-1R CRE-luciferase, luminescence, 4-6 h; cells express a hypersensitive GLP-1R form. Potency, µM (series often up to 45.6 µM), without a hit: at the highest dose activation, actives largely listed as activators. actives 0.007% (n = 380,000). AID 624172; also: potency is read from the fitted curve at half-maximal effect; % of control where 0% means no effect
GLP1R inv ag: GLP-1 receptor (human) inverse agonism; P43220; HEK293 GLP-1R CRE-luciferase, luminescence, 24 h; GLP-1R form is constitutively active; AID 624417; Potency, µM (doses to about 38.3 µM), without a hit: at the highest dose activity change, negative = inhibition, hits mostly inhibitors; actives 1.6% (n = 410,000); also: potency is read from the fitted curve at half-maximal effect; % is scaled to controls: 0 for no effect and ±100 for the full control effect; nearly all actives have a fitted effect of over 55% in size
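Cells are plated, allowed 12 hours at 37 deg C, then treated with compounds for 24 hr before luciferase detection reagent is added and luminescence is read after 12 min at room temperature. The HEK293 line carries constitutively active GLP-1R with a cAMP-responsive reporter.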
aSyn rescue: rescues yeast growth from alpha-synuclein toxicity. Potency, µM (titrated, usually from 46.1 µM), inactives show top-dose growth rescue (activation), most hits filed as activators. actives 0.14% (n = 370,000). Yeast expressing alpha-synuclein, growth rescue, BacTiter-Glo, 24 h. AID 652106; also: potency is read from the fitted curve at half-maximal effect; % of control where 0% means no effect; nearly all actives have a fitted effect of over 65% in size
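Readout is rescue of growth in alpha-synuclein-expressing yeast, so inhibitors of toxicity appear as activators. Growth after 24 hr at 30 deg C in galactose medium is quantified by luminescence.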
TDP-43 yeast inh: TDP-43 toxicity inhibition in yeast; actives 1.8% (n = 410,000); Potency, µM (series often up to 46.1 µM), for the others: top-dose growth rescue (activation), most hits filed as activators; TDP-43 expressing yeast growth rescue, BacTiter-Glo, 24 h; AID 652104; also: potency is read from the fitted curve at half-maximal effect; % of control where 0% means no effect; nearly all actives have a fitted effect of over 50% in size
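Galactose-induced TDP-43 yeast, OD600=0.02, compound pinned; 24 hr, 30 deg C; BacTiter-Glo luminescence for growth. Inhibitors of TDP-43 toxicity read as activators.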
KB-V1 MDR tox: KB-V1 MDR subline cytotoxicity; KB-V1 MDR cells viability, CellTiter-Glo, 72 h; Potency, µM (titrated, usually from 46.1 µM), for the others: top-dose activity change, negative = cytotoxicity, actives largely listed as cytotoxic; actives 3.4% (n = 400,000); AID 1347076; also: potency is read from the fitted curve at half-maximal effect; % is scaled to controls: 0 for no effect and ±100 for the full control effect; nearly all actives have a fitted effect of over 60% in size
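Cells of the MDR subline KB-V1 are plated, dosed with compound at multiple concentrations, and incubated 72 h at 37 degrees C; CellTiter-Glo is then added and luminescence read after 10 min.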
DRD3 agonist: agonists of human D3 dopamine receptor | P35462 | D3R DiscoveRx beta-arrestin cells, luminescence, 90 min | max activation, % | actives 0.58% (n = 410,000); in the data active = max activation above about 30%; also: 0% is about no effect; mostly tested at two doses, the higher about 12 µM
Target sequence (P35462 whole entry, looked up): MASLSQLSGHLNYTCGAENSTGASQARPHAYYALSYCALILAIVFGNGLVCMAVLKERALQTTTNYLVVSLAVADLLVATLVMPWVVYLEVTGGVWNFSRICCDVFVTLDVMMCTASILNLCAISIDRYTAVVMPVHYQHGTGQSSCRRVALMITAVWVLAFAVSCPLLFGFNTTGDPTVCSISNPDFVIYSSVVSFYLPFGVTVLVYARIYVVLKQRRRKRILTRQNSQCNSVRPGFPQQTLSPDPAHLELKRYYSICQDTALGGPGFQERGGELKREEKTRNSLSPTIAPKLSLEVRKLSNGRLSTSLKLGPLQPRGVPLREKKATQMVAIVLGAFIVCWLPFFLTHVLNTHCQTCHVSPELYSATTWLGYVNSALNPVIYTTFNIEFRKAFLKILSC
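Cells at 1500/well, incubated overnight, then treated with pinned compounds (dopamine as control) for 90 min at 37 degrees C. DiscoveRx reagent added for 30 - 60 minutes at room temperature; luminescence read.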
HEK293 tox: cytotoxicity in counter-screen for GLP-1R inverse agonists; Potency, µM (top dose mostly 38.3 µM), for inactives: top-dose activity change, negative = inhibition, actives largely listed as inhibitors; HEK293 cAMP-luciferase reporter cells, luminescence, 24 h; AID 624418; actives 0.13% (n = 410,000);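 also: loss of luciferase light is scored as toxicity; potency is read from the fitted curve at half-maximal effect; % is scaled to controls: 0 for no effect and ±100 for the full control effect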
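Luminescence readout: signal drop marks cytotoxicity. Plated cells grew 12 h at 37 °C, 5% CO2, received 23 nL compound for 24 h, then got luciferase reagent, read after 12 min at RT.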
D3 antag: blocks the human D3 dopamine receptor | actives 2.5% (n = 360,000) | max response, negative = inhibition, % | D3R cells, DiscoveRx beta-arrestin luminescence, antagonist mode; hits give low values | P35462; in the data active = max response below about -50%; inconclusive = no clear call, values can overlap the other calls; also: % is scaled to controls: 0 for no effect and ±100 for the full control effect; mostly tested at two doses, the higher about 12 µM
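Cells plated overnight at 1500 cells/well, then exposed to library compounds with dopamine controls for 90 minutes at 37 degrees C. DiscoveRx reagent added for 30–60 minutes at room temperature; luminescence read, quantitative HTS format.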
Numbers without * were called inactive; [ ] = remark or other dose. Unless noted, calls follow the shape of the dose curve; as a rule, active = well fitted curve in the direction sought with a large enough effect; inconclusive = small, poorly fitted or top-dose-only effect, or another doubt; inactive = no such curve, though single readings can be large; an effect the other way counts as inactive or inconclusive. A portion of the library; rates above refer to the full screens.

`O=C(CN1CCN(S(=O)(=O)c2ccc(Cl)cc2)CC1)NCc1cccs1` gave PTHR1 ag -2%, GLP-1R agonist 12%, GLP1R inv ag inconclusive, aSyn rescue 5%, TDP-43 yeast inh 17%, KB-V1 MDR tox inconclusive, DRD3 agonist 3, HEK293 tox 0% and D3 antag -8.
Cc1ccc(NC(=O)c2noc(C(C)C)c2[N+](=O)[O-])cc1 was read as PTHR1 ag inactive, GLP-1R agonist 2%, GLP1R inv ag 15%, aSyn rescue 0%, TDP-43 yeast inh inconclusive, KB-V1 MDR tox -5%, DRD3 agonist -11, HEK293 tox 6% and D3 antag 1.
Screening CSCCC(NC(=O)c1ccco1)C(=O)N1CCN(C(c2ccccc2)c2ccccc2)CC1 (stereo not drawn) returned PTHR1 ag inactive, GLP-1R agonist 13%, GLP1R inv ag inconclusive, aSyn rescue 9%, TDP-43 yeast inh -26%, KB-V1 MDR tox 3%, DRD3 agonist -2, HEK293 tox 0% and D3 antag 0.
For COc1ccc(-c2cccc(N3CCN(c4ccccn4)CC3)n2)cc1OC the results were PTHR1 ag -6%, GLP-1R agonist 0%, GLP1R inv ag 3%, aSyn rescue -7%, TDP-43 yeast inh 1%, KB-V1 MDR tox 3%, DRD3 agonist 9, HEK293 tox -5% and D3 antag 17.
Screening COc1ccc(CN(C)C[C@@H]2OCc3cnnn3CCCC(=O)N([C@H](C)CO)C[C@H]2C)cc1 returned PTHR1 ag -31%[inhibitor], GLP-1R agonist -3%, GLP1R inv ag 6%, aSyn rescue -1%, TDP-43 yeast inh 22%, KB-V1 MDR tox 8%, DRD3 agonist -3, HEK293 tox -1% and D3 antag -16.
O=C(Cn1cc(C(F)(F)F)cc(Cl)c1=O)NCc1ccc(F)cc1 was read as PTHR1 ag inactive, GLP-1R agonist 4%, GLP1R inv ag 5%, aSyn rescue -7%, TDP-43 yeast inh -23%, KB-V1 MDR tox -5%, DRD3 agonist 28, HEK293 tox -7% and D3 antag 3.
Screening CC(C)COC(=O)N(C)C[C@@H]1OCc2cnnn2CCCC(=O)N([C@@H](C)CO)C[C@H]1C returned PTHR1 ag inactive, GLP-1R agonist 4%, GLP1R inv ag 22%, aSyn rescue 0%, TDP-43 yeast inh 0%, KB-V1 MDR tox inconclusive, DRD3 agonist 1, HEK293 tox 2% and D3 antag 21.
CCOC(=O)Nc1ccc2c(c1)N(C(=O)CN1CCN(C)CC1)c1ccccc1CC2 was read as PTHR1 ag -16%, GLP-1R agonist -5%, GLP1R inv ag 7%, aSyn rescue -5%, TDP-43 yeast inh 1%, KB-V1 MDR tox inconclusive, DRD3 agonist 0, HEK293 tox -2% and D3 antag 0.
Screening CC1CCC(NC(=O)CN2C(=O)C3CC=CCC3C2=O)CC1 (stereo not drawn) returned PTHR1 ag -6%, GLP-1R agonist -8%, GLP1R inv ag 4%, aSyn rescue -6%, TDP-43 yeast inh -9%, KB-V1 MDR tox 2%, DRD3 agonist -1, HEK293 tox 2% and D3 antag -2.
CCC(=O)Nc1ccc2nn(-c3ccc(F)cc3)nc2c1 was read as PTHR1 ag -10%, GLP-1R agonist -3%, GLP1R inv ag -26%, aSyn rescue -5%, TDP-43 yeast inh inconclusive, KB-V1 MDR tox 8%, DRD3 agonist 0, HEK293 tox 3% and D3 antag 14.
COc1cccc(-c2nnc(SCN3C(=O)c4ccccc4C3=O)n2C)c1 was read as PTHR1 ag -3%, GLP-1R agonist 2%, GLP1R inv ag 5%, aSyn rescue 26%, TDP-43 yeast inh inconclusive, KB-V1 MDR tox -18%, DRD3 agonist -15, HEK293 tox 19% and D3 antag -7.
O=C(NC1CCCc2ccccc21)c1cn2ccccc2n1 (stereo not drawn) was read as PTHR1 ag -13%, GLP-1R agonist 21%, GLP1R inv ag -12%, aSyn rescue -6%, TDP-43 yeast inh 3%, KB-V1 MDR tox -25%, DRD3 agonist -1, HEK293 tox -7% and D3 antag 8.
For Cc1ccc(NC(=O)N2CCN3CCCCC3C2)cc1F (stereo not drawn) the results were PTHR1 ag -15%, GLP1R inv ag -7%, TDP-43 yeast inh 8%, KB-V1 MDR tox 8%, DRD3 agonist -12 and HEK293 tox 2%.
Screening CCOC(=O)C1CCN(C(=O)CN(c2ccc(Cl)c(C(F)(F)F)c2)S(C)(=O)=O)CC1 returned PTHR1 ag -47%[inhibitor][57.5 µM], GLP-1R agonist 9%, GLP1R inv ag -28%, aSyn rescue 4%, TDP-43 yeast inh -5%, KB-V1 MDR tox -7%, DRD3 agonist -5, HEK293 tox 10% and D3 antag 27.
`O=C(NCC1CCCO1)c1ccc(S(=O)(=O)N2CCC(c3nc4ccc(Cl)cc4[nH]3)CC2)cc1` (stereo not drawn) gave PTHR1 ag inactive, GLP-1R agonist -6%, GLP1R inv ag -4%, aSyn rescue 12%, TDP-43 yeast inh -23%, KB-V1 MDR tox -5%, DRD3 agonist -6, HEK293 tox -15% and D3 antag -62*.
For CCC12C(=O)C(CC)(C(c3ccccc3)=C1c1ccccc1)[C@@H]1C(=O)N(c3ccc(C)cc3)C(=O)C12 (stereo partly drawn) the results were PTHR1 ag -9%, GLP-1R agonist 0%, GLP1R inv ag 15%, aSyn rescue 10%, TDP-43 yeast inh 26%, KB-V1 MDR tox -39%, DRD3 agonist 0, HEK293 tox -14% and D3 antag -3.
`CCC(CC)C(=O)Nc1ccccc1C(=O)OCc1cc(=O)n2nc(C3CCCCC3)sc2n1` gave PTHR1 ag -2%, GLP1R inv ag -2%, TDP-43 yeast inh 25%, DRD3 agonist 8 and HEK293 tox -9%.
CC1=C(C(=O)Nc2ccc(C(=O)NC(C)c3ccccc3)cc2)SCCO1 (stereo not drawn) was read as PTHR1 ag inactive, GLP-1R agonist 7%, GLP1R inv ag -10%, aSyn rescue 3%, TDP-43 yeast inh 1%, KB-V1 MDR tox -4%, DRD3 agonist 1, HEK293 tox 2% and D3 antag 0.
O=C(/C=C/c1cc2ccccc2o1)c1ccccc1O was read as PTHR1 ag -40%[inhibitor], GLP-1R agonist 5%, GLP1R inv ag inconclusive, aSyn rescue -12%, TDP-43 yeast inh 9%, KB-V1 MDR tox -1%, DRD3 agonist -9, HEK293 tox 0% and D3 antag -23.
For Fc1ccc(Nc2nc(SCc3ccccc3Cl)nc3ccccc23)cc1 the results were PTHR1 ag -71%[inhibitor], GLP1R inv ag inconclusive, TDP-43 yeast inh inconclusive, DRD3 agonist 3 and HEK293 tox -4%.
For COC(=O)CCCCC1SCC(NC(=O)c2ccccc2)C1OC(C)=O (stereo not drawn) the results were PTHR1 ag inactive, GLP-1R agonist 0%, GLP1R inv ag -10%, aSyn rescue 2%, TDP-43 yeast inh 5%, KB-V1 MDR tox inconclusive, DRD3 agonist 3, HEK293 tox 7% and D3 antag 2.
For N/C(=N\OC(=O)CCc1ccccc1)c1cccnc1 the results were PTHR1 ag 10%, GLP-1R agonist 14%, GLP1R inv ag 13%, aSyn rescue -2%, TDP-43 yeast inh 9%, KB-V1 MDR tox inconclusive, DRD3 agonist -15, HEK293 tox 5% and D3 antag -5.
Screening CC(C)(C)S(=O)(=O)/C(C#N)=C/c1cccn1S(=O)(=O)c1ccccc1 returned PTHR1 ag -13%, GLP-1R agonist -6%, GLP1R inv ag 14%, aSyn rescue 4%, TDP-43 yeast inh 25%, KB-V1 MDR tox 13%, DRD3 agonist 2, HEK293 tox 0% and D3 antag -4.
Screening COc1ccc(N2C(=O)CCSC23C(=O)N(Cc2ccc(F)cc2)c2ccccc23)cc1 (stereo not drawn) returned PTHR1 ag -21%, GLP1R inv ag inconclusive, TDP-43 yeast inh 20%, KB-V1 MDR tox 0%, DRD3 agonist 7 and HEK293 tox -1%.
Screening CCCSc1nsc(NC(=O)C(c2ccccc2)c2ccccc2)n1 returned PTHR1 ag -15%[57.5 µM], GLP-1R agonist -11%, GLP1R inv ag 3.2µM*, aSyn rescue -9%, TDP-43 yeast inh -26%, KB-V1 MDR tox inconclusive, DRD3 agonist -9, HEK293 tox inconclusive and D3 antag -71*.
For Cc1nn(C)cc1C1C2=C(CC(C)(C)CC2=O)N(c2ccccc2)C2=C1C(=O)CC(C)(C)C2 the results were PTHR1 ag -16%[57.5 µM], GLP-1R agonist 4%, GLP1R inv ag -13%, aSyn rescue 3%, TDP-43 yeast inh 5%, KB-V1 MDR tox -2%, DRD3 agonist -3, HEK293 tox 35%[activator] and D3 antag -20.
Screening O=P(O)(CP(=O)(c1ccccc1)c1ccccc1)c1ccccc1 returned PTHR1 ag inactive, GLP-1R agonist -18%, GLP1R inv ag 5%, aSyn rescue 3%, TDP-43 yeast inh 25%, KB-V1 MDR tox 0%, DRD3 agonist 6, HEK293 tox -10% and D3 antag inconclusive.
For CCOC(=O)[C@H]1[C@H]2COc3cc(OC)ccc3[C@@H]2N2C(=O)CN(Cc3ccc(OC)cc3)C(=O)[C@@]12C the results were PTHR1 ag inactive, GLP-1R agonist 11%, GLP1R inv ag 5%, aSyn rescue 3%, TDP-43 yeast inh 7%, KB-V1 MDR tox -24%, DRD3 agonist 4, HEK293 tox inconclusive and D3 antag 11.
O=S(=O)(Nc1ccc(-c2cnco2)cc1)c1ccccc1 was read as PTHR1 ag -1%, GLP-1R agonist 3%, GLP1R inv ag 12%, aSyn rescue 5%, TDP-43 yeast inh 25%, KB-V1 MDR tox 6%, DRD3 agonist -5, HEK293 tox 4% and D3 antag -8.
